Source: PubChem
USP2a block – USP2a (human) protease inhibition | O75604 | USP2 core, Ub-CHOP2 coupled fluorogenic reporter, 485/531 | 330,000 compounds, 0.01% hits | AID 463254 | Potency, µM (top dose mostly 38.3 µM), inactives show at the top dose activity change, negative = inhibition, hits mostly inhibitors;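 note: potency is the fitted concentration of half-maximal effect; plate controls were DMSO wells for no effect and full inhibition by NEM control for full effect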
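Cell-free coupled assay: 10nM USP2 core preincubated 30min RT with compound in Tris-HCl pH 8.0/CaCl2/CHAPS buffer, then 25nM Ub-CHOP2 and 25nM reporter substrate; fluorescence (Ex 485/Em 531) read after 60min RT, normalized to NEM inhibition, concentration-response curves fitted.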
TCR activator – activates T cell receptor signaling. 330,000 tested, under 10 active. AID 504894. primary human leukocytes, anti-CD3, IL-2 HTRF, 48 h. Potency, µM (top dose mostly 9.22 µM), inactives show top-dose activation of IL-2 secretion, actives largely listed as activators; note: % of control where 0% means no effect
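HTRF read-out of IL-2 secretion: europium cryptate donor excited at 320nm, d2 acceptor emission at 665nm. Cells were primary human leukocytes incubated 48 hr with compounds and a-CD3 beads, supplying TCR signal only.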
PTAP TSG101 blk – blocks PTAP/TSG101 interaction to inhibit HIV-1 budding; Potency, µM (doses to about 115 µM), inactives show at the highest dose activity change, negative = inhibition, hits mostly inhibitors; 340,000 tested, under 10 active; Fluorescence polarization, FITC-PTAP peptide / Tsg101 binding; active = well fitted inhibition curve with a large enough effect in the main read-out, with a control signal flat, not every such curve was filed as active; inconclusive = small, poorly fitted or top-dose-only effect, or effect the other way, or a change in a side signal; inactive = no such curve, though single readings can be large or run the other way; note: potency is the fitted concentration of half-maximal effect; % of control where 0% means no effect
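Tsg101 binding domain (10 uM final) was mixed with compound and a FITC-labeled PTAP peptide (50 nM final) in HEPES pH 7.5 buffer with NaCl, Tween 20, EDTA and TCEP; fluorescence polarization was read after 20 min at r.t.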
BCR signal inh – blocks chronic active B-cell receptor signaling | 340,000 compounds, 0.05% hits | ABC-DLBCL IkBa-CBG/CBR reporter, luminescence ratio, 4 h | Potency, µM (series often up to 46.1 µM), for the others: at the highest dose ratio change, negative = lower green/red ratio, most hits filed as inhibitors | AID 493014; active = well fitted inhibition curve with a large enough effect in the signal ratio, with a control signal flat, not every such curve was filed as active; inconclusive = small, poorly fitted or top-dose-only effect, or effect the other way, or a change in a side signal; the % refers to the signal ratio;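 note: potency is the fitted concentration of half-maximal effect; plate controls were basal doxycycline-induced cells for no effect and cells given 10 µM MG132 for full effect; MG132 reads +100%, hits lower the ratio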
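Cell line TMD8 (human ABC DLBCL), stably expressing tet-inducible CBG68-IkBa fusion and CBR; IMDM/0.5% FBS; cpd up to 46 uM; dox induction, 4 h, 37C/5% CO2; dual luminescence; green/red ratio; MG132 control.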
Mito fusion yeast – blocks mitochondrial division or promotes mitochondrial fusion; S. cerevisiae fusion-defective mutant growth rescue, CellTiterGlo 48 h; Potency, µM (doses to about 46.1 µM), inactives show at the highest dose growth rescue (activation), most hits filed as activators; 320,000 compounds, 0.23% hits; AID 485298;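 note: potency is the fitted concentration of half-maximal effect; % of control where 0% means no effect; nearly all actives have a fitted effect of over 45% in size; temperature-sensitive fusion mutants such as fzo1-1 at 37 °C on non-fermentable ethanol glycerol medium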
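Compounds are tested for their ability to restore growth of mitochondrial fusion-defective yeast strains at non-permissive 37C in YPEG medium over 48 hours. Viability is quantified by luciferase luminescence.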
Tb PFK inh – inhibitors of T. brucei phosphofructokinase; T. brucei PFK, ADP-Glo luminescence; Potency, µM (highest dose often 57.5 µM), inactives show top-dose activity, negative = inhibition, hits mostly inhibitors; 330,000 compounds, 0.17% hits;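 note: potency is the fitted concentration of half-maximal effect; 0% = uninhibited 1x PFK enzyme wells and -100% = no-enzyme wells; nearly all actives have a fitted effect of over 60% in size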
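ADP-Glo luminescence quantified ADP after 45 min at room temperature, with 1.25 nM T. brucei PFK, 0.1 mM ATP and 0.5 mM fructose-6-phosphate in pH 8.0 TEA buffer. qHTS titrations up to 57 µM; curves classified by quality.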
TSHR antagonist – antagonists of human thyroid stimulating hormone receptor; P16473; TSHR-expressing cells, TSH-stimulated cAMP HTRF, 2 h; stronger effect = lower value; activity change, negative = inhibition, % at 11.5 µM; 330,000 compounds, 0.2% hits;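 active = activity change below a set negative limit, meaning inhibition stronger than a set level, cut at about -70% in these data; inconclusive = activity change between two set negative limits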; note: % is set by controls: 0 for no effect and ±100 for the full control effect
Target sequence (P16473 whole entry, looked up): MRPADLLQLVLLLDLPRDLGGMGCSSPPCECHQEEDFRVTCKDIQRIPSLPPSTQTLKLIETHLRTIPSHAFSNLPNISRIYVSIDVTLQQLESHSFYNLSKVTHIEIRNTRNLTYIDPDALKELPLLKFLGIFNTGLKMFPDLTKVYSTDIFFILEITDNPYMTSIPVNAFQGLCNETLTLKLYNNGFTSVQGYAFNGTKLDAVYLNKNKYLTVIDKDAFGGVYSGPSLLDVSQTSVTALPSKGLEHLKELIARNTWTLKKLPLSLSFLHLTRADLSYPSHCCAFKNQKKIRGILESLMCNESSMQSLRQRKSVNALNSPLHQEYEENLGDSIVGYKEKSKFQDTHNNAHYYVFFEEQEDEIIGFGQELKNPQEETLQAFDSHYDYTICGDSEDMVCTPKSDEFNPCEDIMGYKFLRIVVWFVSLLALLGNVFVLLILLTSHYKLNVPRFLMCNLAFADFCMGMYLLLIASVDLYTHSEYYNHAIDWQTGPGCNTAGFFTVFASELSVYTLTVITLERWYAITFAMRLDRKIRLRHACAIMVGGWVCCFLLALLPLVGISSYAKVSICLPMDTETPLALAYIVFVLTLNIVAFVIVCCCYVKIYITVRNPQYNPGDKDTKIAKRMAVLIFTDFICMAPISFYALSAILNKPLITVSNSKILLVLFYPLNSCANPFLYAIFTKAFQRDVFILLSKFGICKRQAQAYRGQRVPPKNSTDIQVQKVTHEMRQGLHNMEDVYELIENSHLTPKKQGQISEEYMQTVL
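Antagonism was scored as loss of TSH-driven cAMP in TSHR cells, stimulated with 4nM TSH (EC80) for 2 hours at 37 deg C and detected by homogeneous HTRF competition immunoassay.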
ELG1 DNA repair – blocks ELG1-dependent DNA repair in HEK293T cells | Potency, µM (series often up to 46.1 µM), for the others: top-dose activity change, negative = inhibition, usual class: inhibitors | 330,000 compounds, 2.3% hits | HEK293T ELG1-luciferase reporter, luminescence, 16 h; DNA damage induced by 5-fluorouridine; note: potency is the fitted concentration of half-maximal effect; % is set by controls: 0 for no effect and ±100 for the full control effect; nearly all actives have a fitted effect of over 55% in size
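HEK293T cells expressing luciferase-tagged ELG1 (2,000/well) received 5-Fluorouridine plus compound or DMSO for 16 hr at 37 °C. Luciferase was read by ONE-Glo luminescence after 30 min at room temperature.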
B2AR arrestin – agonists driving beta-arrestin recruitment to human beta2-adrenergic receptor; beta-arrestin recruitment to beta2AR, cell-based reporter; Potency, µM (doses to about 46.1 µM), inactives show at the top dose activation, hits mostly activators; 330,000 compounds, 0.02% hits;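 note: potency is the fitted concentration of half-maximal effect; 0% = DMSO controls and full agonism = EC100 isoproterenol or metaproterenol; nearly all actives have a fitted effect of over 65% in size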
Eya2 phos inh – Eya2 (human) phosphatase inhibition; recombinant Eya2, OMFP fluorescence dephosphorylation (OMFP is methylfluorescein phosphate); Potency, µM (highest dose often 76.9 µM), without a hit: at the top dose activity, negative = inhibition, hits mostly inhibitors; 330,000 compounds, 0.006% hits; note: potency is the fitted concentration of half-maximal effect; % is set by controls: 0 for no effect and ±100 for the full control effect
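Eya2 protein (added as 0.2 uM solution) was preincubated with compound for 10 min at ambient temperature in 50 mM HEPES pH 7.5, 50 mM NaCl, 5 uM MgCl2, 0.05% BSA, 1 mM DTT. OMFP (added at 50 uM) then reacted 10 min; fluorescence read at 485/525 nm.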
uPA generation – inhibitors of cell surface uPA generation; cell surface uPA generation assay, qHTS; Potency, µM (top dose mostly 38.3 µM), for the others: top-dose activity change, negative = inhibition, usual class: inhibitors; 330,000 compounds, 0.31% hits; AID 540303; active = well fitted inhibition curve with a large enough effect; inconclusive = small, poorly fitted or top-dose-only effect; inactive = no such curve, though single readings can be large or run the other way; tested in mouse RAW 264.7 cells; note: potency is the fitted concentration of half-maximal effect; % is set by controls: 0 for no effect and ±100 for the full control effect; nearly all actives have a fitted effect of over 55% in size
The depositor's hits bear a star; ? = inconclusive; . = not tested or not shown; [ ] = dose if it differs, or a comment. Unless noted, calls come from the whole dose curve; as a rule, active = well fitted curve in the direction sought with a large enough effect; inconclusive = small, poorly fitted or top-dose-only effect, or another doubt; inactive = no such curve, though single readings can be large; an effect the other way counts as inactive or inconclusive. Rows are unselected. Share with any hit: about 3%.

Structure	ELG1 DNA repair	Tb PFK inh	B2AR arrestin	Mito fusion yeast	Eya2 phos inh	USP2a block	TCR activator	TSHR antagonist	PTAP TSG101 blk	uPA generation	BCR signal inh
Cc1noc(C)c1C(=O)OCC(=O)NC(c1ccccc1)c1ccccc1	3.2%	5.4%	-0.3%	1.1%	-1.9%	1.6%	13.4%	-9.3	-10.1%	.	-1.9%
Cc1ccc(S(=O)(=O)n2c(N)nc3ccccc32)cc1	7.0%	0.7%	11.9%	0.1%	-4.9%	-2.8%	1.7%	0.2	0.5%	1.1%	-10.6%
CC(C)C[C@H](NC(=O)OC(C)(C)C)C(=O)N/N=C/C1=Cc2ccccc2OC1C (some centres not stated)	-28.6%	-0.2%	0.2%	-3.5%	1.0%	-3.5%	1.1%	0.4	?	.	?
Cc1cccc(C)c1OCc1cc(C(=O)N(Cc2c(C)nn(C)c2C)C2CC2)no1	?	1.5%	0.0%	-42.9%[inhibitor]	-6.7%	1.7%	1.5%	-12.4	-0.9%	2.4%	-0.3%
Cc1ccc(S(=O)(=O)Cc2ccc(C(=O)NC3CCCCCC3)o2)cc1	-8.0%	-6.2%	-0.3%	-2.6%	6.5%	3.6%	5.0%	0.8	3.5%	-18.7%	-18.9%
Cc1nn(C(C)(C)C)c(OC(=O)c2ccc3c(c2)OCO3)c1Sc1ccccc1	-8.9%	-1.4%	-0.9%	4.3%	-15.0%	-8.2%	4.9%	0.5	0.5%	-3.7%	?
O=C(O)C1CC=CCC1C(=O)Nc1cccc([N+](=O)[O-])c1 (configuration not stated)	10.6%	2.1%	-0.7%	-3.1%	2.2%	2.7%	3.7%	6.4	0.2%	6.3%	1.9%
O=C(CN1CCOc2ccccc21)NCc1cccs1	-3.7%	-4.5%	0.0%	-1.9%	-13.5%	-1.6%	-6.9%	3.3	0.6%	.	3.3%
O=C(O)C1CCCCC1C(=O)Nc1cc(Cl)ccc1Cl (configuration not stated)	6.2%	1.2%	0.1%	-0.6%	-0.2%	-2.6%	2.3%	-4.0	-4.2%	4.8%	-3.3%
CC(OC(=O)C(NC(=O)c1ccco1)C(C)C)C(=O)Nc1ncc(Cl)cc1Cl (configuration not stated)	-8.1%	-3.5%	-0.1%	0.8%	-6.2%	1.1%	0.8%	4.5	-2.1%	5.6%	0.1%
O=C(NCCSc1ncc(-c2ccc(F)cc2)[nH]1)c1ccc2c(c1)OCO2	21.1%	8.2%	-0.1%	5.1%	2.3%	-0.7%	2.3%	-2.0	-1.5%	-6.8%	?
CN(C)S(=O)(=O)c1ccc(C(=O)Nc2nnc(Cc3ccccc3)s2)cc1	8.8%	-1.1%	-0.1%	1.4%	5.3%	0.8%	3.2%	-14.0	-1.6%	7.4%	0.8%
O=C(Nc1ccc2c(c1)CCC2)c1ccc(F)c(S(=O)(=O)N2CCOCC2)c1	-16.9%	-4.2%	-0.7%	-2.6%	-0.8%	0.6%	-8.3%	-8.0	1.4%	-3.4%	7.3%
O=S(=O)(Nc1ccon1)c1cc(Cl)ccc1Cl	-3.0%	0.3%	0.2%	0.5%	3.8%	0.0%	2.4%	-9.0	-0.1%	-1.8%	1.2%
CCOc1ccc(NC(=O)c2ccc(CNc3c(NC4CCCCC4)c(=O)c3=O)cc2)cc1	?	3.4%	-0.5%	0.4%	-8.7%	-1.0%	1.8%	9.3	-3.0%	6.9%	?
COC(=O)Cc1c(O)ccn(CCc2ccc(OC)c(OC)c2)c1=O	?	-13.9%	0.1%	1.5%	-15.2%	-2.6%	-3.5%	19.8	-0.9%	.	-1.0%
Cc1nc(NC(=O)COC(=O)CCC(=O)c2cccs2)c(Cl)cc1Cl	3.3%	11.4%	-1.9%	0.3%	2.7%	-0.8%	3.0%[46.1 µM]	4.1	-2.3%	7.0%	-0.5%
CN(C)c1ccc(/C=N/NC(=O)c2ccccc2)cc1	?	-2.0%	0.3%	-1.1%	-8.3%	5.0%	-4.8%	-21.9	-3.4%	-17.5%	?
O=C(Nc1ccncc1)Nc1ccc(Cl)cc1Cl	-12.7%	-22.2%	0.3%	-5.6%	5.7%	-2.7%	-3.1%	0.3	-3.4%	-2.7%	2.6%
CCCC(=O)c1ccc(N2CCN(S(=O)(=O)c3ccc(C)cc3)CC2)c(F)c1	11.5%	-2.7%	-0.3%	0.6%	32.1%	-7.9%	-17.7%	-1.1	-3.1%	2.0%	-0.8%
CC(=O)N1CCN(c2nnc(-c3ccccc3)c3ccccc23)CC1	0.1%	-6.0%	0.1%	10.9%	3.3%	3.3%	5.9%	-3.2	0.2%	-4.3%	-1.1%
Cc1ccc(C(=O)NCc2ccccn2)c(Cl)c1	?	2.1%	0.4%	-1.4%	-0.5%	5.0%	0.7%	11.7	-5.6%	0.9%	3.9%
Cc1cccc(-n2cc(CN(C)Cc3nccn3C)c(-c3cccc(F)c3)n2)c1	?	4.7%	-0.1%	0.9%	-2.9%	0.8%	-6.5%	-1.9	-3.5%	0.5%	-1.0%
O=C(COC(=O)Cn1cnc2ccccc2c1=O)NCC12CC3CC(CC(C3)C1)C2	12.0%	3.7%	-1.1%	7.5%	-14.2%	1.2%	0.5%[46.1 µM]	39.1	-4.1%	-0.7%	0.2%
O=C(CCc1nnc2n(Cc3ccccc3)c(=O)c3ccccc3n12)NCCCN1CCCCC1	12.9%	13.4%	0.5%	2.1%	?	0.4%	4.0%	-7.7	-4.3%	6.4%	5.0%
CSc1nnc(C)c(=O)n1COC(=O)/C=C/c1ccccc1	-2.5%	2.8%	-0.1%	-1.7%	15.6%	-1.2%	1.6%	-5.8	-0.9%	-5.2%	-14.8%
CCc1ccc2[nH]c(=O)c(CN(CCN3CCCC3)C(=O)NC3CCCCC3)cc2c1	5.2%	0.2%	-0.7%	11.0%	-7.2%	-1.6%	1.6%	10.6	-6.9%	-6.1%	?
CC(C)c1ccc(NC(=S)NNC(=O)c2cccnc2)cc1	18.1%	-0.6%	-0.3%	10.1%	-14.9%	-1.6%	1.2%	-3.6	-6.3%	-7.5%	1.8%
CCc1nc2ccccc2c(C(=O)OCC(=O)NCc2ccco2)c1C	-12.1%	0.3%	-0.4%	-0.4%	3.1%	2.2%	-1.8%	5.5	-0.8%	-1.8%	1.1%
O=C(c1ccc(F)cc1F)N1CCN(c2ccccn2)CC1	-0.9%	3.0%	-0.1%	3.7%	3.9%	-1.1%	1.8%	-2.2	0.9%	2.8%	-0.9%
COc1ccccc1N(CC(=O)NCc1ccccc1)S(C)(=O)=O	-0.1%	-2.9%	-0.6%	-1.0%	6.4%	2.6%	-33.3%	-6.6	0.9%	-4.0%	-27.3%
Cc1c(Cl)cccc1N=c1c([N+](=O)[O-])nn(-c2ccccc2)n1O	?	-0.8%	-0.9%	-2.6%	1.9%	3.0%	-8.7%	-6.9	-3.2%	.	22.1%
COc1ccccc1NS(=O)(=O)c1ccc2oc(SC)nc2c1	-6.1%	1.1%	-0.9%	16.5%	20.8%	-0.8%	-14.5%	4.9	-3.1%	.	-4.0%
Cc1cc(OCC(=O)N2CCC(O)CC2)c2c(C)cc(=O)oc2c1	-12.6%	-8.1%	-0.1%	2.0%	5.9%	0.7%	-176.4%	4.4	-2.3%	-0.8%	-4.3%
COc1ccccc1OC(=O)c1ccc(S(=O)(=O)N(C)C)cc1	0.7%	1.5%	0.1%	-3.1%	-4.3%	10.7%	1.3%	-1.5	-7.5%	1.4%	-13.1%
COc1ccc(NC(=O)c2cc(-c3ccc(C)o3)nc3ccccc23)cc1OC	14.6µM*	?	0.0%	-27.0%	-11.1%	1.1%	14.0%	-5.9	-3.6%	2.2%	3.7%
CC(=O)NC(=S)Nc1ccc(S(=O)(=O)Nc2ncccn2)cc1	?	9.0%	0.1%	-1.8%	10.3%	11.4%	1.9%	-3.7	-1.7%	2.9%	3.5%
COc1ccc(S(=O)(=O)/N=C2\C=C(NS(=O)(=O)c3ccccc3)C(=O)c3ccccc32)cc1	23.1µM*	0.7%	0.6%	-25.8%	5.8%	-1.9%	-2.3%	-13.8	-15.7%	3.6%	?
